Screening results from PubChem.
MT1-MMP act inh: inhibitors of human MT1-MMP activation; P50281; HT1080 RFP-PRO-GFP cells, GFP/RFP ratio fluorescence, overnight; percent of plate control window, DMSO zero; GFP/RFP ratio change, % at 20 µM; hit rate 0.061% among 360,000; AID 651647;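 active = GFP/RFP ratio change of at least 30% with cell ATP level not reduced by more than half and red fluorescence within 50% of control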; note: strong numbers were not always called active
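Assay system: HT1080 RFP-PRO-GFP cells. Benchmarks: DMSO vehicle wells and RFP-L50D-GFP reporter cell wells. Times: overnight cell settling, then overnight compound exposure, 37 °C, 5% CO2. Compound: 20 µM single dose, 1% DMSO. Read-out basis: GFP/RFP fluorescence ratio.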
eLon inh: inhibits E. coli Lon protease; P0A9M0; purified E. coli Lon protease, fluorescence polarization; inhibition, % at 7.94 µM; hit rate 0.42% among 360,000; in the data active = inhibition above about 13%, passing the limit was not always enough;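 note: 0% = enzyme with probe and DMSO and 100% = no enzyme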
FAS TE block: FAS thioesterase (human) inhibition; inhibition, % at 15 µM; AID 602261; recombinant FAS-TE, OMFH fluorogenic substrate, fluorescence endpoint; P49327; hit rate 0.67% among 360,000;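 active = compounds whose normalised, plate-corrected inhibition of enzyme fluorescence in the single-dose primary screen is 50% or more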;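 note: 0% = DMSO with enzyme and 100% = substrate without enzyme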
Rpn11 block: Rpn11 (human) deubiquitinase inhibition. O00487. human 26S proteasome, Ub4-pepOG fluorescence polarization; 20S core pre-blocked with epoxomicin. calls only at 20 µM. hit rate 0.59% among 360,000. AID 588493;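 active = inhibition at 20 µM, scaled to each plate's controls, above about 33%, limit read from the data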
MLLE-PAM2 inh: blocks PAM2 peptide binding to the PABP1 MLLE domain; inhibition, % at 20 µM; AID 588489; hit rate 0.36% among 360,000; GST-MLLE / FITC-PAM2 fluorescence polarization; P11940; in the data active = inhibition above about 35%, passing the limit was not always enough;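 note: plate controls were DMSO wells with GST-MLLE for no effect and wells lacking GST-MLLE protein for full effect; some results filed as inactive read as strong as hits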
CSN deneddyl inh: blocks human CSN-mediated cullin deneddylation; Q92905; hit rate 0.38% among 360,000; inhibition, % at 12.5 µM; Purified CSN, SCF-Nedd8-OG deneddylation, fluorescence polarization;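 active = pattern-corrected inhibition above about 35%, with an unprinted fluorescence ratio check between 0.5 and 1.5, limit read from the data, passing the limit was not always enough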;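 note: 0% = enzyme with substrate and 100% = substrate without enzyme; some results filed as inactive read as strong as hits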
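Schedule: reaction 90 min, room temperature / Assay system: HEK293T-derived human Csn5 enzyme / Input: Csn5 at 0.24 nM final / Measure: inhibition of Csn5 cleavage, % / Control set: substrate-only high control, full reaction low control / Technique: fluorescence polarization of the substrate / Buffer or medium: Tris/NaCl/DTT buffer, pH 7.5 / Reagent: SCFSkp2-Nedd8OG substrate at 10 nM final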
Rin1-Abl PPI inh: inhibitors of human Rin1-Abl protein interaction; inhibition, % at 7.35 µM; hit rate 0.4% among 360,000; P00519+Q13671; AID 588664; TR-FRET Rin1/Abl binding, biochemical; in the data active = inhibition above about 5%, passing the limit was not always enough
Target sequence (P00519 whole entry, looked up): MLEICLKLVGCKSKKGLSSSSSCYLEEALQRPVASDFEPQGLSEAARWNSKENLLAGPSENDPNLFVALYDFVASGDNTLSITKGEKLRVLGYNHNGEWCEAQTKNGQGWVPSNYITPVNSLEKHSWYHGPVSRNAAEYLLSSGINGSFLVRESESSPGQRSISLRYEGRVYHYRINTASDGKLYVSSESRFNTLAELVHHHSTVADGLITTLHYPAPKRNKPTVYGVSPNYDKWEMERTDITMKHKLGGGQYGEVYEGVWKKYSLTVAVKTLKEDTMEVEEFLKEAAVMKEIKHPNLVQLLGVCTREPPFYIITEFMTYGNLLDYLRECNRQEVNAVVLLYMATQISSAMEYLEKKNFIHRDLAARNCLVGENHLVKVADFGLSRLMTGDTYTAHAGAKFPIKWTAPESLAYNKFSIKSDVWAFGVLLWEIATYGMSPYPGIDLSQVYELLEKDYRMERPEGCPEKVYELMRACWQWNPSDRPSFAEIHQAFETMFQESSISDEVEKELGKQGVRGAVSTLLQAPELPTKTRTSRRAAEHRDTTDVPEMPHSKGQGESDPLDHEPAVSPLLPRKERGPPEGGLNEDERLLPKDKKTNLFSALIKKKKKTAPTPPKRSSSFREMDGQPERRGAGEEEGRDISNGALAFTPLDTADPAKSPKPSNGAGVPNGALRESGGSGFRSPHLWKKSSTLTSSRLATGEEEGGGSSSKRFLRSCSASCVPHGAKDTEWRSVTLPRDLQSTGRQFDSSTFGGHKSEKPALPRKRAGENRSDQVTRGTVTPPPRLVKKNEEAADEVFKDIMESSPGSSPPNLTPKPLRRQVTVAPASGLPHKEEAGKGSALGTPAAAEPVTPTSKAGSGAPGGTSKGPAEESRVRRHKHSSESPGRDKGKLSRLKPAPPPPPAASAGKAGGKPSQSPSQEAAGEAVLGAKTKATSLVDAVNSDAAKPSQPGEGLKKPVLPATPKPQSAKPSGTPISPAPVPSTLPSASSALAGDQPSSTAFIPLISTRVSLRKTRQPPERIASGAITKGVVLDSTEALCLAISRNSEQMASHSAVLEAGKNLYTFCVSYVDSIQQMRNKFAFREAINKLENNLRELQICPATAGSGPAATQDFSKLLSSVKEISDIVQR
Target sequence (Q13671 whole entry, looked up): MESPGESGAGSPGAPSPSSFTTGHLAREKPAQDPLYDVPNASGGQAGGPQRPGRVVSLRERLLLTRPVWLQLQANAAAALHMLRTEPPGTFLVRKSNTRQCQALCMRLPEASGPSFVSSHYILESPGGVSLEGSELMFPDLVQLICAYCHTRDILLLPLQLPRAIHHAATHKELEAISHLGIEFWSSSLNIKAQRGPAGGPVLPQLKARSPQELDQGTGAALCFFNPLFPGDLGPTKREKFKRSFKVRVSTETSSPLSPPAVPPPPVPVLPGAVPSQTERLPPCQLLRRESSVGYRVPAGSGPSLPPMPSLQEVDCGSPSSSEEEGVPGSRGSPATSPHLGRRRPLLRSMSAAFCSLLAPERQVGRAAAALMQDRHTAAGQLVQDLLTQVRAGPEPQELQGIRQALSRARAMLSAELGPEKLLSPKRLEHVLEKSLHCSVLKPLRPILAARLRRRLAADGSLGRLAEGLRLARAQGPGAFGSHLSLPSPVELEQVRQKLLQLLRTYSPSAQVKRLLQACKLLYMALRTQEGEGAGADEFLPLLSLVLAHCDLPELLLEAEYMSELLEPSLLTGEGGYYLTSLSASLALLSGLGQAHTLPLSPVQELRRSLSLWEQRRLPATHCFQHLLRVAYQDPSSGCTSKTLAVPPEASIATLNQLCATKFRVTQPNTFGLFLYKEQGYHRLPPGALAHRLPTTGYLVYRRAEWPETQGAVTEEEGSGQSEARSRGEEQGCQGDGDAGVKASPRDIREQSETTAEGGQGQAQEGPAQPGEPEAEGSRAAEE
bovine MsrA act: bovine methionine sulfoxide reductase A activation; purified bovine MsrA, absorbance read-out; activation, % at 10.6 µM; hit rate 0.3% among 360,000; AID 602163; in the data active = activation above about 7.5%;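 note: 0% = vehicle and 100% = reference activator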
MsrA inh: inhibitors of bovine MsrA. purified bovine MsrA, absorbance read-out. inhibition, % at 15.5 µM. hit rate 0.75% among 360,000. AID 651718; in the data active = inhibition above about 4.5%;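 note: 0% = vehicle wells with enzyme and 100% = reference inhibitor wells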
* = called active by the depositor; i = inactive; / = no result given.

SMILES	MT1-MMP act inh	eLon inh	FAS TE block	Rpn11 block	MLLE-PAM2 inh	CSN deneddyl inh	Rin1-Abl PPI inh	bovine MsrA act	MsrA inh
O=C(NCC1CCCO1)c1ccc(COc2ccccc2Br)cc1 (configuration not stated)	5	-15	3	i	-1	8	-3	1	-0.6
CCC(CC)c1nnc(NC(=O)Cc2cccs2)s1	-1	-13	-6	i	-20	3	1	-1	0.1
COc1cc(CCc2ccccc2)c(C(=O)O)c(O)c1CC=C(C)C	-6	-9	19	i	5	-3	-1	0	1.0
Cc1cc(C)c(NC(=S)N(C)C)cc1C	0	-1	-6	i	-76	5	0	-3	1.7
Cn1cccc1Cc1nnc(SCC(=O)NC2CCCC2)n1CCc1ccccc1	0	-1	0	i	-60	4	-2	-4	-0.4
COc1ccc(N2CC(C)Cn3c2nc2c3c(=O)n(CCc3ccccc3)c(=O)n2C)cc1 (configuration not stated)	-5	2	8	i	-12	3	-1	-12	0.0
COc1ccc(N/C=C/C(=O)c2ccccc2)cc1	1	4	0	i	13	-3	-3	-3	1.2
CC(C)NC(=O)CSc1nc2ccccc2n1CC(=O)N1CCc2ccccc21	6	-2	-3	i	-9	-1	0	-2	/
CCOC(=O)c1c(NC(=O)CSc2nnc(-c3ccncc3)n2Cc2ccco2)sc(C)c1C	-4	3	20	i	-3	1	0	0	0.8
CNC(=O)c1ccsc1NC(=O)CS(=O)(=O)c1ccccc1	3	-5	-5	i	-11	3	1	-3	-0.5

Next section (two carried over from the part before).
SMILES	MT1-MMP act inh	eLon inh	FAS TE block	Rpn11 block	MLLE-PAM2 inh	CSN deneddyl inh	Rin1-Abl PPI inh	bovine MsrA act	MsrA inh
CCOC(=O)c1c(NC(=O)CSc2nnc(-c3ccncc3)n2Cc2ccco2)sc(C)c1C	-4	3	20	i	-3	1	0	0	0.8
CNC(=O)c1ccsc1NC(=O)CS(=O)(=O)c1ccccc1	3	-5	-5	i	-11	3	1	-3	-0.5
COc1ccc(S(=O)(=O)N2CCCC(C(=O)NCc3ccc(F)cc3)C2)cc1 (configuration not stated)	-15	4	4	i	-8	-1	2	-3	0.3
Cc1ccccc1NC(=O)Cc1nc(COC(=O)c2ccc(C(F)(F)F)cc2)cs1	-1	-7	9	i	-9	-2	-1	-1	0.0
Cc1ccsc1/C=C(/C#N)C(=O)NCc1ccccc1	-1	0	-9	i	4	2	0	-3	0.9
COc1cc(OC)c(NC(=O)c2cncn2-c2ccc(F)cc2)cc1Cl	0	0	39	i	15	3	-1	0	1.5
Cc1csc2ncc(C(=O)N(Cc3ccccc3)c3ccccn3)c(=O)n12	-1	-8	-6	i	-1	-3	-1	-3	3.4
CCOC(=O)C(NC(C)=O)(Nc1ccc(S(=O)(=O)Nc2ncccn2)cc1)C(F)(F)F (configuration not stated)	-1	1	-6	i	-15	-17	2	-2	3.1
COC(=O)N1[C@H](Cc2ccccc2)C=C[C@]1(C)C(=O)O	1	-8	-8	i	-11	-1	1	-1	-0.7
COc1ccc2oc(C(=O)OCC(=O)N3C(C)CCCC3C)c(C)c2c1 (configuration not stated)	-1	-8	8	i	-7	-1	-1	-3	-0.4
COc1ccc(NC(=O)CN(C)C(=O)c2ccc(COc3ccccc3)cc2)cc1	5	-8	5	i	10	-3	3	-13	1.5
CC1CCN(C(=O)c2[nH]cnc2C(=O)NCc2ccccc2)CC1	4	-7	-7	i	-5	1	1	-2	0.8
CCOC(=O)C1=C(CC)Nc2ccccc2N=C1NC(=O)c1ccc(OC)c(S(=O)(=O)N2CCOCC2)c1	0	5	0	i	18	-2	3	-1	-0.2
CC1=C(C(=O)N2CCOCC2)CC(CC(=O)NCC2CCCCC2)C(=O)N1Cc1ccc(F)cc1 (configuration not stated)	1	-4	-5	i	6	-2	0	-2	-0.1
Cc1c(C(=O)NCCc2ccc(S(N)(=O)=O)cc2)cccc1[N+](=O)[O-]	3	-13	-4	i	-2	-3	8	-4	-0.3
CSc1ccccc1NC(=O)CN(C1CCCCC1)S(C)(=O)=O	-3	-12	-6	i	-8	-4	0	-4	-0.3
CCOC(=O)c1cnc2sc3c(n2c1=O)CCCC3	0	-11	-8	i	-37	3	-1	-7	1.2
Cc1nc(NC(=O)CSc2nnc(C3CC3)n2C)sc1C	-1	-2	-2	i	-7	5	2	-1	1.3
COc1ccc2c(CC(=O)Nc3ccc(N4CCOCC4)cc3)coc2c1	2	-2	2	i	-2	5	3	-2	-0.5
NS(=O)(=O)c1cccc(NC(=O)c2cccc3c(Br)cccc23)c1	-1	-13	1	i	-7	6	-4	0	0.7
COC(=O)c1ccccc1NC(=O)CN1CCC(NC(=O)c2ccccc2C)CC1	-1	-4	-3	i	-18	-2	-5	-9	0.3
CCCCNC(=O)c1cc2nc3c(c(C(F)(F)F)n2n1)CCc1ccccc1-3	1	-3	0	i	-2	-2	4	-4	-0.3
COCCN(CC(=O)Nc1cccc(C)c1C)C(=O)c1ccc(-n2cccn2)cc1	5	0	-6	i	-4	0	0	-3	-0.4
CC(CN1CCCC1)OC(=O)c1ccc(Cl)cc1Cl (configuration not stated)	1	-9	-7	i	-12	2	-1	-1	0.2
CN(CC(=O)Nc1cccc2c1CCCC2)S(=O)(=O)c1ccccc1	-2	-4	2	i	8	4	3	-11	-1.6
CC1(C(=O)N2CCN(Cc3ccccc3Cl)CC2)CC1(Cl)Cl (configuration not stated)	-1	-8	3	i	13	2	-3	-1	0.2
S=C(NNc1nc(Nc2ccccc2)nc(N2CCCCC2)n1)NC1CCCCC1	-2	4	25	i	-97	-11	4	-3	0.6
CN(C)C(CNC(=O)Cc1cccc(C(F)(F)F)c1)c1ccccc1 (configuration not stated)	0	-6	0	i	7	7	-1	-4	0.1
Cc1ccc(Cl)cc1NC(=S)N(CCCN1CCN(C)CC1)Cc1cccs1	4	3	5	i	-56	5	-7	-7	1.0
O=C(Cn1nc(C(=O)O)c2ccccc2c1=O)Nc1nc(-c2ccccc2)cs1	-2	1	2	i	9	-1	0	4	0.8
CN1CCN(C(=O)C2=C[C@H](c3csc4ccccc34)C[C@H](OCc3ccc(CO)cc3)O2)CC1	-2	2	-6	i	0	5	-3	3	0.4
CC(C)(C)c1cn(-c2ccc(Cl)cc2)c(=S)[nH]1	2	-6	-4	i	-35	1	6	-4	0.2
CCCC1CC(CSC(=N)N)OC1=O (configuration not stated)	5	-4	-4	i	13	-2	-1	-3	1.6
Cc1ccc(-n2c3c(cc(C(=O)NCc4ccco4)c2=O)C(=O)CC(C)(C)C3)cc1	-2	0	1	i	-13	-10	-2	-8	0.6
NC(=O)c1ccc2c(=O)n3c(-c4cc(Cl)c(N)c(Cl)c4)csc3nc2c1	0	-4	-12	i	-7	18	0	-1	1.2
Cc1ccoc1C(=O)Nc1cccc(Oc2ccccc2)c1	3	-11	20	i	-3	2	1	-9	-0.6
CCOC(=O)CC(=O)c1cc(OC)c(OC)c(OC)c1	-1	-3	-6	i	4	1	-4	-5	1.1
COC(=O)c1cn(C(=O)c2cc(OC)cc(OC)c2)c2ccccc12	0	-6	26	i	-3	2	1	-1	0.2
O=C(COc1ccccc1F)NNC(=O)c1cc(Br)ccc1Cl	-2	6	-6	i	9	3	3	-2	0.0
CC(=O)Nc1sc2c(c1C(c1ccc(F)cc1)N1CCOCC1)CCCC2 (configuration not stated)	-4	0	15	i	0	3	2	-2	0.4
Cc1cccn2c(CNCCc3ccccn3)c(C(=O)N3CCOCC3)nc12	0	0	-5	i	-13	0	-3	-1	0.3
CC1=[N+](CC(=O)NC(C)(C)C)CCc2ccccc21	1	19	-14	i	23	-1	4	-4	0.1
COc1ccc2nc(NC(=O)CCn3cccc3)sc2c1	3	-2	-2	i	4	-5	-1	-1	0.2
Cn1c(=O)c2[nH]c(CSCc3ccccc3)nc2n(C)c1=O	-2	-3	-6	i	18	-1	4	-4	0.0
CC(C)(C)/C(Cn1cncn1)=N\OC(=O)Nc1ccc(Cl)cc1	1	-11	-10	i	12	2	-2	-1	0.1
NS(=O)(=O)c1ccc(CCNC(=O)COC(=O)c2ccc([N+](=O)[O-])o2)cc1	0	2	-2	i	-1	-8	5	3	-0.1
Cc1nc2scc(-c3ccccc3)c2c(=O)n1N	4	1	-7	i	-3	-1	-4	-3	1.0
COc1cc(C2NC(=S)NC3=C2CCc2ccccc23)cc(OC)c1OC (configuration not stated)	4	-6	-8	i	-114	1	3	1	-0.3
CCOC(=O)c1cnc(-n2nc(C)cc2C)nc1NNc1nc(-c2ccccc2)cc(-c2ccccc2)n1	8	-4	12	i	1	-3	-1	-4	/
O=C(O)C(Oc1ccc2ccccc2c1)c1ccccc1 (configuration not stated)	2	-1	-5	i	-9	4	0	0	0.7
COC(=O)c1ccc(C(=O)OC)c(NC(=O)c2cccnc2)c1	3	-1	0	i	9	2	-1	-9	/
O=C(NC1(O)C(=O)c2ccccc2C1=O)c1ccccc1	5	-2	0	i	25	12	28*	-3	0.3
New compounds follow
SMILES	MT1-MMP act inh	eLon inh	FAS TE block	Rpn11 block	MLLE-PAM2 inh	CSN deneddyl inh	Rin1-Abl PPI inh	bovine MsrA act	MsrA inh
Nc1nccc(/C=C/c2ccc(Cl)cc2)n1	2	-3	-7	i	3	2	1	-5	2.0
CCCOc1ccc(/C=C/c2c([N+](=O)[O-])c(=O)n(C)c(=O)n2C)cc1	0	0	4	i	3	-5	1	0	1.1
O=C(O)Cc1sc(Nc2ccccc2)nc1-c1cccs1	-26	-93	2	/	-106	51*	-13	-7	4.9*
O=C(NCCc1ccccn1)c1ccc(S(=O)(=O)N2CCCCCC2)cc1	-4	-9	-8	i	3	-4	-6	-4	-0.7
O=C(O)COc1ccccc1/C=N/NC(=O)CNC(=O)c1ccco1	-2	-6	-5	i	-1	-6	3	-3	0.6
CC1(C)CC(C(=O)NCCC(c2ccccc2)c2ccco2)CCO1 (configuration not stated)	0	-6	-11	i	3	1	-1	-6	-0.6
O=c1c(S(=O)(=O)c2ccc(Cl)cc2)cn(Cc2ccccc2)c2ccc(F)cc12	3	-15	10	i	10	3	2	-1	0.5
COc1ccc(Cn2cc(CN3CC(N4CCN(CCN(C)C)CC4)CS3(=O)=O)nn2)cc1 (configuration not stated)	3	-8	-10	/	/	-3	/	-1	0.0
CN(C)CC(C)(C)CNC(C(=O)Nc1ccc(Cl)cc1C(F)(F)F)c1ccccc1 (configuration not stated)	-1	3	-4	i	9	5	0	-5	0.0
COc1ccc(C)cc1Cn1nnc2ccccc21	-2	5	-6	i	2	-2	1	-5	1.1

Rin1-Abl PPI inh: entries above that show a hit.
Compound | MT1-MMP act inh | eLon inh | Rpn11 block | MLLE-PAM2 inh | CSN deneddyl inh | Rin1-Abl PPI inh | bovine MsrA act | MsrA inh
O=C(NC1(O)C(=O)c2ccccc2C1=O)c1ccccc1 | 5 | -2 | i | 25 | 12 | 28* | -3 | 0.3

More results:
SMILES	MT1-MMP act inh	eLon inh	FAS TE block	Rpn11 block	MLLE-PAM2 inh	CSN deneddyl inh	Rin1-Abl PPI inh	bovine MsrA act	MsrA inh
O=C(C1CCN(S(=O)(=O)c2cccnc2)CC1)N1CCCCC1	8	-3	-5	i	4	1	0	3	1.4
Cc1ccnc(NC(=O)c2sc3cc(Cl)ccc3c2Cl)c1	5	-10	2	i	8	-9	-1	-2	-0.7
Cc1cccc(C)c1NC(=O)CN(C)S(=O)(=O)c1ccc(-c2ccc(=O)[nH]n2)s1	-2	1	-5	i	-14	4	-1	-2	0.0
O=C(NCc1ccc(F)cc1)c1ccc[nH]1	1	-1	-9	i	1	8	2	-5	-0.7
O=C(NCc1ccc(F)cc1)c1cccc2c1C(=O)N(Cc1cccnc1)C2	2	10	-3	i	-4	4	0	-1	-1.2

Outcome played no part in choosing rows; overall some 3.7% were active at least once.
